# PTHR1 agonist: PTHR1 (human) receptor agonism. Potency, µM (top dose mostly 115 µM), for the others: top-dose activation, actives largely listed as activators. 410,000 compounds, 0.075% hits. HEK293 GP2 PTHR1 cells, GloSensor cAMP luminescence, 1 h; further: nearly all actives have a fitted effect of over 55% in size; some results filed as inactive show a strong effect at the top dose; inactives centre near -15; many of its hits are not listed in these tables
# Target sequence (Q03431 whole entry, looked up): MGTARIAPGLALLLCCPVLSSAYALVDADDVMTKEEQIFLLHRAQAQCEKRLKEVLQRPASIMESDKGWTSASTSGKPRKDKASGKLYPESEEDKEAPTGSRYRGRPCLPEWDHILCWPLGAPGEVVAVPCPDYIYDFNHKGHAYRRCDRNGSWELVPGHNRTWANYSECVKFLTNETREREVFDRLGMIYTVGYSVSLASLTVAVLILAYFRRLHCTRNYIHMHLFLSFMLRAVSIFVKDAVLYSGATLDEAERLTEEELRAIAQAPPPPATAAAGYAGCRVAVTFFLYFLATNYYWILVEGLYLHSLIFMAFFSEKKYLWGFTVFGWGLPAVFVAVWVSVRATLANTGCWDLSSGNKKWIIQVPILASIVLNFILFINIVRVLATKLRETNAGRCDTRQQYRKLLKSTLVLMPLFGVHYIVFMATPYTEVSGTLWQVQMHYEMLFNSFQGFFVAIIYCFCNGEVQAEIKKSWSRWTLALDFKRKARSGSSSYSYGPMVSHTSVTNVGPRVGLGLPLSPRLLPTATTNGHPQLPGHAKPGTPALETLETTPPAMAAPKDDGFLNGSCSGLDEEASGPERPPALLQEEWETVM
#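 HEK-293-derived GP2 cells expressing PTHR1 and a GloSensor cAMP reporter, 3,000/well, plated overnight, given luciferin plus IBMX (each 0.5 mM as added) for 1 h at 37 °C, then compound for 1 h at 37 °C. Luminescence was read after 15 min at room temperature.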
# EPAC1 antag: EPAC1 (human) antagonism; Potency, µM (series often up to 115 µM), without a hit: top-dose activity change, negative = inhibition, usual class: inhibitors; AID 720709; 360,000 compounds, 0.14% hits; EPAC1 GEF assay, Rap1b-BODIPY-GDP exchange fluorescence;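 further: plate controls were vehicle for no effect and positive control for full effect; nearly all actives have a fitted effect of over 50% in size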
# EPAC2 ag: activates human EPAC2 exchange factor; Q8WZA2; EPAC2 activation, biochemical qHTS; response scale: 100% = 6.5 mM cAMP response; Potency, µM (top dose mostly 154 µM), for the others: top-dose activation, actives largely listed as activators; 360,000 compounds, 0.079% hits; AID 720711; further: nearly all actives have a fitted effect of over 50% in size
#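 Compounds were added across a concentration range to EPAC2 (100 nM), RAP1B-BODIPY-GDP (250 nM) and GDP (50 uM). After 5 min at room temperature, fluorescence was recorded at 5-min intervals for 30 min.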
# FUS yeast rescue: suppressors of FUS proteinopathy in yeast | Potency, µM (top dose mostly 76.6 µM), inactives show at the top dose growth rescue (activation), most hits filed as activators | S. cerevisiae FUS-expressing, growth rescue, OD600, 24 h | 390,000 compounds, 0.24% hits;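 further: plate controls were DMSO vehicle for no effect and reference control for full effect; nearly all actives have a fitted effect of over 55% in size; some results filed as inactive show a strong effect at the top dose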
#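 FUS-expressing yeast, raffinose-pregrown, induced in 2% galactose minimal medium at OD 0.005; compounds in a dilution series, 24hr at 30C. Growth restoration read as absorbance at 600 nm. CP55940 positive control, DMSO negative.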
# aSyn yeast inh: rescues yeast growth from alpha-synuclein toxicity; Potency, µM (titrated, usually from 46.1 µM), for the others: top-dose growth rescue (activation), actives largely listed as activators; 370,000 compounds, 0.14% hits; Yeast expressing alpha-synuclein, growth rescue, BacTiter-Glo, 24 h; further: % of control where 0% means no effect; nearly all actives have a fitted effect of over 65% in size
#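 Galactose-induced alpha-syn yeast (OD600=0.02, raffinose-pregrown) + pinned cpd, 24 hr, 30 deg C; growth by BacTiter-Glo luminescence. Growth restoration scores as activation.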
# EPAC2 antag: antagonists of human EPAC2. Q8WZA2. EPAC2 GEF exchange of Rap1B-BODIPY-GDP, fluorescence. Potency, µM (series often up to 114 µM), inactives show top-dose activity, negative = inhibition, hits mostly inhibitors. 360,000 compounds, 0.18% hits. AID 720708; further: on the % scale 0 is the no-effect control and ±100 the full control effect; nearly all actives have a fitted effect of over 45% in size; many of its hits are not listed in these tables
# TDP43 rescue: rescues yeast growth from TDP-43 toxicity; TDP-43 expressing yeast growth rescue, BacTiter-Glo, 24 h; Potency, µM (doses to about 46.1 µM), inactives show top-dose growth rescue (activation), hits mostly activators; 410,000 compounds, 1.8% hits; AID 652104; further: % of control where 0% means no effect; nearly all actives have a fitted effect of over 50% in size
#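 Yeast cells expressing TDP-43 under galactose induction are exposed to compounds for 24 hr at 30 deg C. BacTiter-Glo luminescence measures growth, so protective compounds score as activators.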
# EPAC1 ag: EPAC1 (human) agonism | O95398 | 360,000 compounds, 0.073% hits | Potency, µM (highest dose often 154 µM), for the others: at the top dose activation, hits mostly activators | EPAC1 agonist qHTS, biochemical assay; response scale: 100% = response to 6.5 mM cAMP; further: nearly all actives have a fitted effect of over 60% in size
#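 Nucleotide exchange assay: 100 nM EPAC1 with 250 nM Rap1B loaded with BODIPY-GDP and 50 uM GDP, room temperature. Fluorescence (480/540 nm) read every 5 min for 30 min; signal change normalized to 6.5 mM cAMP as full agonist.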
# * = called active by the depositor; i = inactive; u = inconclusive; x = not tested or not shown; & = joins results of further samples; [ ] = remark or other dose. The call rests on the fitted dose curve; in most records, active means well fitted curve in the direction sought with a large enough effect; inconclusive means small, poorly fitted or top-dose-only effect, or another doubt; inactive means no such curve, though single readings can be large; an effect the other way counts as inactive or inconclusive. Potency means the concentration at half of the fitted maximal effect. Only part of the results is shown (hit frequency here may not be typical).
Molecule	PTHR1 agonist	EPAC1 antag	EPAC2 ag	FUS yeast rescue	aSyn yeast inh	EPAC2 antag	TDP43 rescue	EPAC1 ag
O=C(NC1CCCCC1)C(c1ccccc1)n1c(=O)c(-c2ccco2)nc2ccccc21 (configuration not stated)	i	u	0.0%	37.9%	0.0%	-3.4%	u	-0.6%
O=C(CSc1ncccn1)n1c2c(c3ccccc31)CCCC2	-5.7%[57.5 µM]	-2.7%	25.4%	22.4%	17.1%	-5.0%	9.5%	25.8%
CC(=O)Nc1ccc(NC(=O)COC(=O)c2ccc(Cl)nc2)cc1	i	-5.3%	1.0%	14.2%	-5.7%	8.0%	-11.5%	-4.9%
Cc1ccccc1Nc1c(-c2cccnc2)nc2cccc(C)n12	-76.8%&-89.6%[inhibitor]	12.4%	4.8%	12.8%&-6.8%	-3.5%	-11.9%	-2.5%&11.0%	-10.9%
Cc1ccccc1N(CC(=O)N1CCc2ccccc2C1)S(C)(=O)=O	-15.9%	20.3%	8.5%	-10.3%	0.7%	15.4%	14.8%	5.8%
CN(N=O)c1ccc(C=C2C=Cc3ccccc32)cc1	-25.8%	-19.1%	9.1%	x	1.4%	12.4%	3.5%	2.5%
CC(=O)Nc1nc(NC(=O)C(Cl)(Cl)Cl)n(-c2ccccc2)n1	i	-0.3%	1.0%	-8.6%	0.0%	1.9%	10.4%	3.3%
CCCCN1C(=O)C(O)=C(C(C)=O)C1c1ccc(OC)cc1OC (configuration not stated)	i	-4.3%	13.3%	-8.1%	18.1%	7.6%	-14.8%	-0.3%
CN(C)S(=O)(=O)c1cccc(NC(=O)CN2C(=O)NC(Cc3ccccc3)C2=O)c1 (configuration not stated)	-9.9%	3.3%	4.6%	8.4%	1.3%	-7.7%	6.6%	0.8%
CCOc1ccc(CC(=O)C2C(=O)CCCC2=O)cc1OCC	15.1%	-12.8%	1.0%	-29.5%	0.5%	-5.0%	11.0%	4.0%
Cc1ccc2c(=O)n3c(nc2c1)C(Cc1ccccc1)NC(=O)c1cc2ccccc2cc1-3 (configuration not stated)	-28.3%	-2.9%	-16.8%	u	8.9%	-1.1%	0.0%	-12.5%
Cc1ccc(C)c(N2CCN(C(=O)c3cc4ccccc4oc3=O)CC2)c1	-15.3%	-3.7%	3.8%	8.9%	1.7%	-27.8%	u	-7.3%
Cn1c(=O)oc2cc(S(=O)(=O)NCCC(=O)NCc3ccc(F)cc3)ccc21	i	-3.0%	1.9%	-7.2%&23.3%	-0.4%	21.1%	-5.4%&10.9%	-12.9%
COc1cccc(-c2sc3ccc(OC)cc3c2-c2cnc(N3CCOCC3)nc2)c1	i	9.7%	1.9%	30.3%	6.1%	7.9%	20.2%	-5.1%
CCC(=O)Nc1nnc2n1CCS2	-14.2%	x	x	-16.5%	1.0%	x	16.2%	x
CC1=C(C(=O)N(C(C)C)C(C)C)CC(CC(=O)NC2CC2)C(=O)N1Cc1ccc(C(C)(C)C)cc1 (configuration not stated)	-20.5%	-2.9%	-13.3%	17.8%	-0.9%	2.6%	-19.0%	-15.9%
O=C1CCN(CCc2ccccc2)CCN1CCO	-29.4%	-5.1%	4.3%	-18.1%	-2.2%	6.7%	-3.6%	5.1%
O=C(O)c1cc2nc(-c3ccc(F)cc3)cc(C(F)(F)F)n2n1	u	1.3%	-14.1%	-26.3%	7.9%	6.5%	10.6%	6.2%
CCOC(=O)c1c(-c2cccs2)csc1NC(=O)c1ccco1	i	-8.0%	3.7%	-3.2%	0.1%	-6.5%	4.9%	0.0%
CCCCCCCCN1C(=O)[C@H](CC(=O)NCc2ccc(C)o2)C[C@@]2(C(=O)OCC)CCC=C12	-22.9%	-1.7%	-19.7%	u	2.1%	-16.0%	-0.3%	-14.0%
O=[N+]([O-])c1ccc2c(c1)-c1ccccc1C2=NO	i	9.2%	1.5%	x	-18.9%	5.6%	u	3.6%
O=C(CN1CCN(S(=O)(=O)c2ccccc2)CC1)Nc1ccc(Cl)cn1	-27.7%	-19.0%	3.6%	4.3%	6.4%	-6.1%	27.3%	24.8%
NC(=O)C1CCN(C(=O)c2cc3ccccn3n2)CC1	i	-7.2%	3.0%	-21.9%	-5.2%	28.8%	-17.9%	9.5%
Cc1cc2ccccc2c(=O)n1CC(=O)NCCC1=CCCCC1	i	11.3%	-7.3%	6.6%	7.8%	0.0%	16.3%	1.9%
CS(=O)(=O)N(Cc1ccccc1)c1ccc(C(=O)NC2CCCCC2O)cc1 (configuration not stated)	-26.4%[57.5 µM]	-8.1%	8.3%	13.1%	-0.2%	25.2%	-3.4%	-3.7%

# Some of these compounds in order of length of the SMILES, highest first.
Molecule	PTHR1 agonist	EPAC1 antag	EPAC2 ag	FUS yeast rescue	aSyn yeast inh	EPAC2 antag	TDP43 rescue	EPAC1 ag
CC(=O)Nc1nc(NC(=O)C(Cl)(Cl)Cl)n(-c2ccccc2)n1	i	-0.3%	1.0%	-8.6%	0.0%	1.9%	10.4%	3.3%
O=C(O)c1cc2nc(-c3ccc(F)cc3)cc(C(F)(F)F)n2n1	u	1.3%	-14.1%	-26.3%	7.9%	6.5%	10.6%	6.2%
CCOC(=O)c1c(-c2cccs2)csc1NC(=O)c1ccco1	i	-8.0%	3.7%	-3.2%	0.1%	-6.5%	4.9%	0.0%
CN(N=O)c1ccc(C=C2C=Cc3ccccc32)cc1	-25.8%	-19.1%	9.1%	x	1.4%	12.4%	3.5%	2.5%
O=C1CCN(CCc2ccccc2)CCN1CCO	-29.4%	-5.1%	4.3%	-18.1%	-2.2%	6.7%	-3.6%	5.1%

# Continuation:
Molecule	PTHR1 agonist	EPAC1 antag	EPAC2 ag	FUS yeast rescue	aSyn yeast inh	EPAC2 antag	TDP43 rescue	EPAC1 ag
O=C(c1cccc(S(=O)(=O)NCc2ccccc2)c1)N1CCN(Cc2ccccc2)CC1	i	8.3%	3.1%	-6.0%	-1.6%	11.2%	6.3%	2.7%
COc1ccc(/C=C2\SC(=S)N(CC(=O)NC3CCS(=O)(=O)C3)C2=O)cc1 (configuration not stated)	i	15.0%	-4.5%	34.1%	11.9%	4.9%	-2.7%	-9.9%
COc1cc(Cl)c(C)cc1NC(=O)COC(=O)c1cc[n+]([O-])cc1	i	-17.1%	3.1%	11.5%	8.6%	1.9%	25.2%	-0.8%
O=C(CSc1nnc(C2CC2)n1-c1ccccc1)N1CCCC1	-23.8%	24.7%	5.6%	-11.1%	2.2%	2.5%	-15.0%	0.1%
Cc1nc(C(=O)NNC(=O)c2c(-c3c(Cl)cccc3Cl)noc2C)cs1	i	-23.9%	9.2%	2.9%	-3.2%	-7.4%	0.5%	-2.1%
COc1ccccc1NS(=O)(=O)c1cccc(C(=O)N/N=C/c2ccc(N3CCOCC3)cc2)c1	i	6.4%	-3.9%	14.6%	-1.3%	-21.2%	0.3%	5.4%
COc1ccc2c(c1)-c1nc(/N=C/c3ccc(O)cc3)sc1CC2	-5.1%	14.1%	3.6%	x	-10.0%	6.3%	-0.4%	0.5%
COc1ccc(C(C(=O)NC(C)(C)C)N(CCO)C(=O)CCC(=O)Nc2cc(C)on2)cc1 (configuration not stated)	i	-7.6%	-4.4%	-20.0%	0.9%	8.2%	3.9%	-2.9%
C=CCN(c1nc(C)c(Br)c(OC)n1)S(=O)(=O)c1ccc(C)cc1	-27.0%	1.2%	17.2%	20.8%	-3.6%	u	10.8%	10.0%
Cc1cccc(Nc2nnc(SCC3CCCCO3)s2)c1 (configuration not stated)	-44.3%[inhibitor]	-8.9%	13.6%	29.3%	-10.1%	7.5%	u	-15.9%
Clc1ccccc1OCCCn1ccnc1	-37.4%[inhibitor]	10.7%	12.4%	-24.7%	-3.3%	2.7%	-14.9%	12.9%
Cn1c(C(=O)c2ccncc2)cc2ccccc21	10.7%	3.7%	6.1%	-24.4%	-1.9%	-14.4%	-0.7%	-4.7%
Cc1ccc(S(=O)(=O)NCC(=O)N2CCCC2)cc1	8.5%[57.5 µM]	15.5%	3.3%	28.1%	1.9%	14.6%	-13.7%	3.3%
CC1=NNC(=O)C1CC(=O)N/N=C/c1ccc(C)o1 (configuration not stated)	-3.8%	-0.8%	0.0%	-7.1%	0.1%	11.8%	-0.4%	-5.4%
C=CCNC(=O)c1ccc(C(=O)c2ccccc2)cc1	-1.3%	7.3%	5.7%	10.1%	-11.8%	9.5%	u	-7.3%
CN(C)S(=O)(=O)c1cccc(C(=O)Nc2ccc(Cl)cn2)c1	i	2.7%	7.3%	-4.7%	-4.9%	10.8%	-37.0%[inhibitor]	-3.4%
CCCc1ccc(C(O)c2ncc(-c3cccc(F)c3)[nH]2)cc1 (configuration not stated)	-49.3%[inhibitor]	-14.1%	3.8%	7.2%	10.1%	-15.3%	23.5%	0.2%
CCOC(=O)C1CCN(C(=O)COc2ccc(S(=O)(=O)N3CCCC3)cc2C)CC1	-17.9%	-17.0%	-0.2%	16.7%	-1.3%	-9.8%	-24.2%	17.1%
CCOC(=O)C(=O)NNc1ccccc1OC	i	9.1%	-2.5%	-12.7%	0.2%	1.3%	-6.8%	9.0%
O=C1c2ccccc2C(c2nnnn2-c2ccc3c(c2)OCCO3)N1Cc1ccco1 (configuration not stated)	-0.1%	-4.7%	1.6%	-2.9%	-1.1%	6.2%	-2.4%	4.1%
O=[N+]([O-])c1ccc(C=Nc2ccc(Cl)cc2Cl)s1	-28.8%	u	8.4%	22.4%	-73.7%[inhibitor]	12.7%	25.1%	2.5%
Cc1ccc(C)c(N2CCN(C(=O)COc3cc(=O)n(C)c4ccccc34)CC2)c1	-29.6%	0.0%	-2.1%	-6.6%	13.6%	-5.1%	0.0%	3.8%
COc1ccc(-c2noc(CCC(=O)NCCN3CCN(c4ccccc4F)CC3)n2)cc1	-11.0%	4.6%	-12.5%	7.2%	2.4%	-4.6%	8.6%	0.7%
N#C/C(=C\c1ccc2c(c1)OCCO2)C(=O)Nc1nccs1	-23.7%	-2.1%	-0.7%	24.3%	-12.9%	-2.9%	-20.1%	-6.2%
Cc1cc(Nc2ccccc2)nc(N)n1	i	6.3%	15.3%	-13.8%	-5.6%	1.6%	-10.6%	6.2%

# Compound activity: PubChem, National Center for Advancing Translational Sciences (NCATS)
